From PubChem
TRPML3 agonist: human TRPML3 channel agonists, primary screen, cell-based, HEK293 TRPML3-YFP, Fluo-8 calcium fluorescence, 3 µM. Mucolipin-3 (Homo sapiens), Q8TDD5. 100% = the carbachol control signal. activation, % at 3 µM. hit rate 0.29% among 220,000. AID 1448, 2008;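 active = activation above its plate's cutoff, the mean activation of the plate's test wells plus 3 SD, cut at about 12% in these data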;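 note: 0% = DMSO only wells and 100% = carbachol wells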
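Test system: TRPML3-YFP stable HEK293 cells. Doses: single point at 3 µM. Incubation: dye loading 1 h 37 °C then 30 min ambient, 125 s read. Signal: Fluo-8 calcium dye fluorescence, ex 470-495, em 515-575 nm. Measure: percent activation from peak-to-basal fluorescence ratio, scaled between DMSO and carbachol.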
Ba/F3 V617F tox: reduced viability of JAK2V617F-dependent Ba/F3 cells, primary screen, JAK2V617F inhibitor project, cell-based, Ba/F3 EpoR-JAK2V617F, luminescence; ATP luminescence; inhibition, % at 5.6 µM; hit rate 1.1% among 220,000;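 active = inhibition above the campaign mean plus 3 SD over all tested compounds, cut at about 24% in these data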;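 note: cytokine-independent growth of Ba/F3 cells driven by EpoR plus mutant JAK2; 0% = DMSO-treated cells and 100% = JAK inhibitor I control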
RBBP9 inh: human RBBP9 inhibitors, primary screen, biochemical, fluorescence polarization, FP-Rh probe, HTS; hit rate 0.2% among 220,000; inhibition, % at 7.94 µM; recombinant RBBP9;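 active = inhibition above the campaign mean of all tested compounds plus 3 SD, cut at about 14% in these data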;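 note: plate controls were DMSO wells with RBBP9 for no effect and wells lacking RBBP9 protein for full effect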
Target sequence (O75884 whole entry, looked up): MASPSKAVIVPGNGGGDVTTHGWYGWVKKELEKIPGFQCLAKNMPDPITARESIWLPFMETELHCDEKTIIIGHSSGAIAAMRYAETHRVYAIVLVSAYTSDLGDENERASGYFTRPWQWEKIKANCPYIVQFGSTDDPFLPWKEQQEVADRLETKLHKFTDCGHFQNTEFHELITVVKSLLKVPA
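Test system: recombinant human RBBP9. Quantity: 2.5 µM RBBP9 dispensing solution, before mixing. Detection: FP readout at 525/598 nm. Reagent: Serine-hydrolase probe FP-Rh, 375 nM pre-mixing. Measure: % inhibition. Control set: DMSO-treated enzyme wells and wells lacking RBBP9. Buffer or medium: Tris-NaCl-Pluronic buffer, pH 8.0. Times: preincubation 30 min plus labeling 45 min at 25 °C.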
BaF3 parental: parental Ba/F3 cell viability inhibition, counter-screen for JAK2V617F inhibitor project, murine pro-B, CellTiter-Glo luminescence; CellTiter-Glo ATP luminescence; inhibition, % at 5.6 µM; hit rate 1.1% among 220,000;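 active = inhibition above a per-campaign cutoff, the mean inhibition of all tested compounds plus 3 SD, cut at about 27% in these data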;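 note: 0% = DMSO wells and 100% = JAK Inhibitor I control wells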
Wee1 degr inh: Wee1 degradation inhibitors, primary screen, cell-based, HeLa, Wee1K328M-luciferase, luminescence. HeLa Luc-Wee1K328M stability; 100% = proteasome inhibitor MG132 effect. Wee1-like protein kinase (Homo sapiens), P30291. reporter increase, % at 5 µM. hit rate 1.2% among 220,000. AID 1321, 2008;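 active = activation above the mean of all tested compounds plus 3 SD, set per screening run, cut at about 8.8% in these data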;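 note: cells exposed to compound for 20 h before luminescence read; 0% = DMSO alone and 100% = MG132 at 30 µM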
Target sequence (P30291 whole entry K328M): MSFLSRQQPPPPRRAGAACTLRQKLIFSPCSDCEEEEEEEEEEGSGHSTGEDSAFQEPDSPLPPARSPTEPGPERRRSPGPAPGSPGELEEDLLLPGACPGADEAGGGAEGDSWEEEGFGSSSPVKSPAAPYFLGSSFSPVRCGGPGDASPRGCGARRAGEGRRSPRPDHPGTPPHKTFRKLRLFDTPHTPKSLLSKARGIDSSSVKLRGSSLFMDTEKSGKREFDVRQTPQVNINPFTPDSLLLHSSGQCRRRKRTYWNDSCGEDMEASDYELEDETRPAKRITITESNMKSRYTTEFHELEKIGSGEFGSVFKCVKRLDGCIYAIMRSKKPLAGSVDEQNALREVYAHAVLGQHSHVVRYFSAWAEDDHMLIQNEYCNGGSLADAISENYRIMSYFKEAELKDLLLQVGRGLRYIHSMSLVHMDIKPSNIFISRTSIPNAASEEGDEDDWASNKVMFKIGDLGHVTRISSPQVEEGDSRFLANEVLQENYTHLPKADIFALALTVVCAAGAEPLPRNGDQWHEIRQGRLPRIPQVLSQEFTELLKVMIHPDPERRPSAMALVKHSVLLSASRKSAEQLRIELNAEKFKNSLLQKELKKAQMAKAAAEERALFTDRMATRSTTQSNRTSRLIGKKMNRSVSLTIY
PPC-1+TRAIL kill: compounds killing PPC-1 cancer cells with TRAIL present, primary screen, TRAIL potentiator project, ATPLite luminescence, uHTS; cell killing (% activity), % at 4 µM; PPC-1 cells + TRAIL, ATPLite viability luminescence; hit rate 0.41% among 220,000; AID 1443, 2008;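 active = cell killing above 50% in the first pass at 4 µM, then a duplicate retest at 5 µM averaging 50% or more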;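 note: plate controls were cells with TRAIL plus DMSO for no effect and medium-only wells lacking cells for full effect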
TRPN1 ag: zebrafish TRPN1 channel agonists, primary screen, cell-based, HEK293, calcium fluorescence; transient receptor potential cation channel N1 (TRPN1/NompC), Danio rerio; activation, % at 3 µM; HEK293 zebrafish TRPN1-YFP, Fluo-8 calcium fluorescence; 100% = response to 87 µM carbachol; AID 1424, 2008; hit rate 0.18% among 220,000;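 active = activation above its plate's cutoff, the mean activation of test wells on that plate plus 3 SD, cut at about 19% in these data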;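 note: 0% = DMSO alone and 100% = 87 µM carbachol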
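Control set: carbachol 87 µM as high control, DMSO as low control; system: HEK293 stable line with zebrafish TRPN1-YFP; read-out: % activation versus carbachol response; detection: intracellular calcium fluorescence with Fluo-8; doses: single test compound dose, 3 µM nominal, 0.3% DMSO; schedule: dye 1 h 37 °C plus 30 min RT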
CHOP inh: inhibitors of CHOP promoter induction, primary screen, cell-based, unfolded protein response, luciferase reporter | CHO-K1 CHOP-promoter luciferase, tunicamycin-induced, 15-18 h | inhibition, % at 10 µM | hit rate 3.8% among 220,000;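 active = compounds that reduced the stress-induced luciferase reporter signal by more than about 70% of percent inhibition, limit read from the data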;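 note: 0% = tunicamycin plus vehicle and 100% = wells without tunicamycin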
TNF necrop inh: inhibitors of TNF-alpha triggered necroptosis, primary screen, cell-based, Jurkat FADD-/-, single concentration; activation (protection from cell death), % at 10 µM; Jurkat FADD-/- TNF necroptosis rescue, ATP luminescence, 24 h; 0 = TNF only, 100 = no-TNF cells; hit rate 0.068% among 220,000; AID 463075, 2010;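 active = activation, meaning protection from cell death, of at least 50% relative to plate controls; inactive = activation below 50%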;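 note: necroptosis triggered by 40 ng/mL TNF-alpha added together with compound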
Starred values were filed as active, the others as inactive; · = no result given; [ ] = remark or other dose.

SMILES	TRPML3 agonist	Ba/F3 V617F tox	RBBP9 inh	BaF3 parental	Wee1 degr inh	PPC-1+TRAIL kill	TRPN1 ag	CHOP inh	TNF necrop inh
CCCc1nc(N2CCOCC2)c2sc(=S)n(-c3ccccc3)c2n1	0.5	1	-5	6	-1	4	1.3	46	-0.3
C/C(=N\NC(=O)CCCC(=O)O)c1c(-c2ccccc2)c2cc(Cl)ccc2[nH]c1=O	0.6	2	-13	0	0	23	2.7	-2	1.0
O=C1CC(c2ccco2)Cc2nc(Nc3nc(-c4ccccc4)c4ccccc4n3)ncc21 (stereo not given)	-0.5	-2	3	3	3	-1	-0.7	93*	1.0
CCN(CC)CCN(C)Cc1ccc(Br)cc1	1.1	5	-1	5	0	15	-1.3	1	1.1
COC(=O)c1ccc(CSc2nnc(NC(=O)C3CCCO3)s2)cc1 (stereo not given)	0.6	3	2	10	1	-1	0.1	34	-0.1
O=C(Nc1ccc(F)c(F)c1)c1ccc(F)c(S(=O)(=O)N2CCOCC2)c1	4.8	1	-9	4	2	-13	9.3	24	-6.8
Cc1ccc(C2SCC(C(=O)O)N2C(=O)c2ccc(F)cc2)cc1 (stereo not given)	1.0	-1	-7	1	-3	8	0.2	13	2.4
Nc1nc(Cl)cc(NCCc2ccc(O)cc2)n1	0.8	-6	2	-1	-2	20	0.9	12	-2.1
O=C(c1ccc2ccccc2c1)C1CCCN(C(=O)CCn2cnnn2)C1 (stereo not given)	1.0	-4	-4	2	-2	3	0.1	6	-0.2
CCOC(=O)C1CCCN(C(=O)COc2ccccc2O)C1 (stereo not given)	0.3	-1	3	6	1	12	-0.4	-9	1.4
CN1CCN(C2=Cc3ccccc3Sc3cc(F)ccc32)CC1	1.8	-1	2	3	-1	6	1.4	20	2.1
CN1CCN(C(=O)/C=C\C(=O)O)CC1	0.9	3	-5	4	0	-3	1.3	-22	1.2
Cc1ccc(Cn2c(=O)oc3ccccc32)cc1	-0.5	-1	-2	2	-3	1	-1.5	20	1.0
O=C(CCc1ccccc1)Nc1ccc(NC(=O)C2CC2)nc1	0.2	-2	-9	-2	-2	18	0.4	-42	3.0
CCOc1ccc(S(=O)(=O)NNC(=S)Nc2ccc(Br)cc2)cc1	0.9	-2	0	-4	0	9	-0.6	33	2.4
CCn1c(CNc2ccc(F)cc2)nnc1SCC#N	0.3	-2	-3	-1	4	-2	0.8	-17	1.9
CCOC(=O)c1c(C)sc2c1N(C(=O)CN(CC)CC)c1cc(Cl)ccc1S2	0.0	-4	-3	1	5	-3	-2.6	68	-0.2
O=[N+]([O-])c1cc(C(F)(F)F)cc([N+](=O)[O-])c1NN=C1CCCCC1	0.6	-1	-7	6	5	-22	-0.3	54	-0.9
CCC(C)NC(=O)c1c(-c2cc(Cl)c(OC)c(Cl)c2)noc1C (stereo not given)	-0.8	2	-12	8	1	6	-3.5	15	0.3
COCCNC(=O)C(=O)N/N=C(\C)CC(=O)Nc1ccc(Cl)cc1Cl	0.2	-3	-4	0	4	-2	-1.4	57	1.9
CCN(CC)S(=O)(=O)c1ccc(N2CCCC2)c(NC(=O)c2ccncc2)c1	0.3	1	0	-1	-2	18	0.6	-10	0.3
Cn1c(=O)c(C#N)c(-c2ccc(F)cc2)c2cc(C(=O)c3cc(Cl)cc(Cl)c3O)cnc21	0.4	1	-7	2	-1	17	0.6	56	-0.3
CCn1c(SC)nc2c(c1=O)SC(C)C2 (stereo not given)	0.4	-2	-12	9	-3	3[5 µM]	-1.0	42	-0.4
O=C(C1=C[C@@H]2[C@H]3C(=O)N(c4ccccc4Cl)C(=O)[C@H]3[C@@H](C(=O)c3ccc(Cl)cc3)N2C=C1)c1ccccc1	1.5	-2	-2	10	2	5	2.7	46	1.1
Cc1cccc(NC(=O)N(Cc2cc3cc(C)ccc3[nH]c2=O)CC2COCCO2)c1 (stereo not given)	0.7	5	-3	4	-2	14	-0.1	6	4.9
O=C(CCCn1cnc([N+](=O)[O-])n1)Nc1cccc2ccccc12	-0.2	-5	-1	-1	-3	2	-3.1	-14	1.6
O=C(c1cccc(S(=O)(=O)N2CCCCC2)c1)N1CCc2ccccc21	1.5	-3	-5	5	0	8	2.3	16	1.5
Cc1ccc(-c2nc(Nc3cccc(C)c3)sc2CC(=O)O)cc1	0.4	-5	4	1	6	6	-0.6	0	-0.6
O=C(c1ccco1)N(CCO)Cc1cc2cc3c(cc2[nH]c1=O)OCO3	1.4	-2	-1	0	1	20	1.0	-20	0.3
CNC(=S)N1N=C(c2ccc(C)cc2)CC1c1ccc(N(C)C)cc1 (stereo not given)	0.6	-5	-7	0	-2	-6	0.7	-1	1.0
Cc1ccccc1S(=O)(=O)c1c(C)cc(C)n(C)c1=O	0.3	-4	3	1	-1	11	-0.1	-21	0.5
Cc1cc(C(=O)COC(=O)c2cccs2)c(C)n1-c1c(C)n(C)n(-c2ccccc2)c1=O	0.1	1	-6	5	0	17	1.0	-6	-3.5
CCOc1cc(/C=N/N=C(N)N)ccc1OCc1ccc(Cl)cc1	-0.1	3	-9	4	-3	50*	-4.0	108*	-14
Cc1ccc(C)c(NC(=O)C2CC(O)CN2C(=O)OCc2ccccc2)c1 (stereo not given)	0.0	1	-7	3	0	-6	0.9	16	-13
Cc1c(/C=C/C(=O)c2ccc(C(C)C)cc2)cnn1C	1.1	-5	-3	22	1	6	2.7	20	0.9
COc1ccc(CCNC(=O)C2CCC(=O)N2CCc2ccccc2)cc1OC (stereo not given)	0.7	2	-2	3	3	3	0.3	3	0.1
COc1ccc(NC(=O)CSc2nnc(N)n2CC(=O)Nc2ccc(OC)cc2)cc1	-0.2	-3	-1	0	1	15	0.2	-7	0.0
CCCCCCCCCCNC(=O)CCn1[nH]c(=O)c2ccccc2c1=O	-0.4	0	1	3	-2	·	-2.2	·	0.3
Cc1ccsc1-c1nc(CN2CCCC2c2ccc(F)cc2)c(C)o1 (stereo not given)	0.0	-3	-8	1	-2	29	-1.6	29	0.2
Cc1ccc2c(c1)N(CC(=O)NC1CCCc3ccccc31)C(=O)CO2 (stereo not given)	-0.6	-1	-5	1	2	22	0.6	9	-0.7
Cc1cccc(Nc2nc(N)nc(CSc3nccn3C)n2)c1	-0.6	-3	5	-1	7	8	0.5	-2	0.3
Cc1cc(C)c(C)c(C(=O)c2ccccc2C(=O)O)c1C	0.8	0	-4	8	0	2	-1.4	-39	-1.5
O=C(Nc1nccs1)c1cc(-c2ccco2)nc2ccccc12	1.0	-5	-7	-1	4	8	0.2	17	0.0
CC(=O)c1csc(CS(=O)(=O)c2ccccn2)n1	0.7	0	2	1	0	21	-0.1	-9	1.0
CCOC(=O)c1ccccc1NC(=O)c1cncc(Br)c1	0.3	-1	-2	6	1	22	-0.2	73*	-0.7
CSCCCNC(=S)Nc1ccc(N2CCOCC2)cc1N1CCOCC1	0.6	2	-8	6	0	4	0.5	-4	0.0
Cc1cccc(OCc2nnc(SCC(=O)Nc3cc(C)on3)n2C)c1	0.9	0	-3	6	0	12	-0.4	9	2.9
CCN(CCC#N)c1ccc(/C=N/Nc2nc(C)cc(=O)[nH]2)c(C)c1	0.1	-3	-7	3	1	18	0.2	13	2.0
O=C(CCn1cnc2ccccc2c1=O)Nc1nc2c(s1)CCCC2	0.5	3	-4	11	-2	-9	0.3	14	0.8

An excerpt of these results, with two lines to a compound.
Below each compound – TRPML3 agonist, Ba/F3 V617F tox, RBBP9 inh, BaF3 parental, Wee1 degr inh, PPC-1+TRAIL kill, TRPN1 ag, CHOP inh, TNF necrop inh
> Cc1ccsc1-c1nc(CN2CCCC2c2ccc(F)cc2)c(C)o1 (stereo not given)
 : 0.0, -3, -8, 1, -2, 29, -1.6, 29, 0.2
> Cc1ccc2c(c1)N(CC(=O)NC1CCCc3ccccc31)C(=O)CO2 (stereo not given)
 : -0.6, -1, -5, 1, 2, 22, 0.6, 9, -0.7
> Cc1cccc(Nc2nc(N)nc(CSc3nccn3C)n2)c1
 : -0.6, -3, 5, -1, 7, 8, 0.5, -2, 0.3
> Cc1cc(C)c(C)c(C(=O)c2ccccc2C(=O)O)c1C
 : 0.8, 0, -4, 8, 0, 2, -1.4, -39, -1.5
> O=C(Nc1nccs1)c1cc(-c2ccco2)nc2ccccc12
 : 1.0, -5, -7, -1, 4, 8, 0.2, 17, 0.0
> CC(=O)c1csc(CS(=O)(=O)c2ccccn2)n1
 : 0.7, 0, 2, 1, 0, 21, -0.1, -9, 1.0
> CCOC(=O)c1ccccc1NC(=O)c1cncc(Br)c1
 : 0.3, -1, -2, 6, 1, 22, -0.2, 73*, -0.7
> CSCCCNC(=S)Nc1ccc(N2CCOCC2)cc1N1CCOCC1
 : 0.6, 2, -8, 6, 0, 4, 0.5, -4, 0.0
> Cc1cccc(OCc2nnc(SCC(=O)Nc3cc(C)on3)n2C)c1
 : 0.9, 0, -3, 6, 0, 12, -0.4, 9, 2.9
> CCN(CCC#N)c1ccc(/C=N/Nc2nc(C)cc(=O)[nH]2)c(C)c1
 : 0.1, -3, -7, 3, 1, 18, 0.2, 13, 2.0
> O=C(CCn1cnc2ccccc2c1=O)Nc1nc2c(s1)CCCC2
 : 0.5, 3, -4, 11, -2, -9, 0.3, 14, 0.8
